Screening results from PubChem BioAssay.
proCasp7 act – counter-screen: procaspase-7 (human) activation; P55210; AID 463210; 330,000 tested, 0.093% active; activation, % at 8.5 µM; recombinant procaspase-7, Ac-DEVD-pNA absorbance 405 nm; D23A/D198A/D206A triple mutant, cannot self-cleave; scale: DMSO 0, 5 µM enzyme 100;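 active = percent activation above the screen-wide mean plus 3 SD, cut at about 25% in these data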
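Replicates: singlicate. Assay system: Procaspase-7 triple mutant (PC-7 D3A). Signal: 405 nm absorbance of p-nitroaniline. Times: 1 h preincubation, 2 h reaction. Buffer or medium: Zinc-free HEPES pH 7.4 with 300 mM NaCl, 0.01% Triton X-100. Also added: DEVD-pNA substrate. Benchmarks: DMSO wells as 0%, DMSO with 5 µM added PC-7 as 100%.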
AHR act – activates the human aryl hydrocarbon receptor; P35869; activation, % at 5 µM; AHR-responsive luciferase reporter cells, luminescence; 320,000 tested, 2.5% active; AID 2796; in the data active = activation above about 47%;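 also: 0% = vehicle wells and 100% = reference agonist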
Target sequence (P35869 whole entry, looked up): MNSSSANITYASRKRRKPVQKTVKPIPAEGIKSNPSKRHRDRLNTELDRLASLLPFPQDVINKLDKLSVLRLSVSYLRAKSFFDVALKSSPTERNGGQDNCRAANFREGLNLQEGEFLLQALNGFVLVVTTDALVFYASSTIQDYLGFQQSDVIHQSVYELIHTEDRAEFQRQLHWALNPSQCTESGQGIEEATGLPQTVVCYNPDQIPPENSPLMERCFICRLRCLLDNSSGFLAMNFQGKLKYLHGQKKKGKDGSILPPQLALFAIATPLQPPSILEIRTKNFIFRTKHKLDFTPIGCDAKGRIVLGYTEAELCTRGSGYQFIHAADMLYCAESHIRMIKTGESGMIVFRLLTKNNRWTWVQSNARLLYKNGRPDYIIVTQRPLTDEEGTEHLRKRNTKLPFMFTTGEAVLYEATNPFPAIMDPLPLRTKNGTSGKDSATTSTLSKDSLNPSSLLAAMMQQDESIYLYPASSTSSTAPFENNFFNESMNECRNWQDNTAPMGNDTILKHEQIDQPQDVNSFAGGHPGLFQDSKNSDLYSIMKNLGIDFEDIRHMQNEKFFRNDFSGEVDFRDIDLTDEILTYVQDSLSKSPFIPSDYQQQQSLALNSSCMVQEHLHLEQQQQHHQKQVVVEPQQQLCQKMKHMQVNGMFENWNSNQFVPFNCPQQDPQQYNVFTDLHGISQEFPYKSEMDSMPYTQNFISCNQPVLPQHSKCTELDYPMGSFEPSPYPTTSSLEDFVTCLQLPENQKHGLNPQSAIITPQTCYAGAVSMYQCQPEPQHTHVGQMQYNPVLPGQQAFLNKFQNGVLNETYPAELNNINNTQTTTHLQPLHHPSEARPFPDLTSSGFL
MEP2 TOR yeast – yeast TOR pathway MEP2-GFP modulation; 330,000 tested, 0.51% active; GFP response vs DMSO, % at 10 µM; S. cerevisiae MEP2-GFP strain, flow cytometry GFP, 3 h; 100% = DMSO control level;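 active = GFP response versus DMSO above a set limit, roughly screen mean plus 3 SD, cut at about 180% in these data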;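 also: median GFP fluorescence of the barcode-gated MEP2-GFP cells per well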
RPL19A TOR yeast – yeast TOR pathway RPL19A-GFP modulation; S. cerevisiae RPL19A-GFP strain, flow cytometry, 3 h; active compounds read low; percent response vs DMSO, % at 10 µM; 330,000 tested, 0.3% active; AID 2025;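 active = percent response vs DMSO below 50%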;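 also: median channel GFP fluorescence of the barcoded RPL19A-GFP strain; ratio of sample median GFP to plate DMSO average so 100% = DMSO; lower means less RPL19A-GFP as with rapamycin TOR inhibition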
proCasp3 act – activators of human procaspase-3. activation, % at 8.5 µM. 330,000 tested, 0.11% active. recombinant procaspase-3 D3A, Ac-DEVD-pNA absorbance 405 nm. P42574;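 active = activation above the mean of all tested compounds plus 3 SD, cut at about 21% in these data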;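 also: 0% = DMSO alone and 100% = DMSO wells spiked with extra 5 µM PC-3 D3A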
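assay system = Procaspase-3 D3A mutant | signal = absorbance at 405 nm, 0 and 120 min | times = 1 h preincubation plus 2 h reaction at 25 °C | repeats = single replicate | read-out = % activation between DMSO and enzyme-spiked controls | medium = Zinc-free HEPES saline buffer with Triton X-100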
LAP4 TOR yeast – yeast TOR pathway LAP4-GFP modulation; S. cerevisiae LAP4-GFP multiplex, flow cytometry GFP, 3 h; median GFP as percent of DMSO wells; GFP response vs DMSO, % at 10 µM; AID 2023; 320,000 tested, 0.34% active;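 active = GFP response vs DMSO above a set limit, about the screen mean plus 3 SD, cut at about 150% in these data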
AGP1-GFP MLPCN – yeast TOR pathway AGP1-GFP modulation. S. cerevisiae AGP1-GFP multiplex flow cytometry, 3 h; GFP as percent of DMSO wells. GFP response vs DMSO, % at 10 µM. 320,000 tested, 0.02% active. AID 2066;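 active = GFP response relative to DMSO above a set limit, near screen average plus 3 SD, cut at about 150% in these data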;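 also: median GFP channel fluorescence of the gated AGP1 strain per well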
CIT2-GFP yeast – yeast TOR pathway CIT2-GFP modulation; 320,000 tested, 0.065% active; GFP response vs DMSO, % at 10 µM; S. cerevisiae CIT2-GFP strain, flow cytometry, 3 h; 100 means same as DMSO wells; AID 2029;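 active = GFP response relative to DMSO above a set limit, near the screen mean plus 3 SD, cut at about 150% in these data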;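 also: ratio of well median GFP fluorescence to mean of DMSO wells on the plate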
Numbers without * were called inactive; nt = no result given.

mol	proCasp7 act	AHR act	MEP2 TOR yeast	RPL19A TOR yeast	proCasp3 act	LAP4 TOR yeast	AGP1-GFP MLPCN	CIT2-GFP yeast
Cc1ccc(C(=O)COC(=O)CNC(=O)c2cccs2)cc1C	-9.6	-0.1	108.0	101.2	-7.0	100.9	95.1	89.3
COc1ccc(-c2cc(C(=O)N3CC4(C)CC3CC(C)(C)C4)no2)cc1 (stereo unspecified)	14.4	0.8	106.1	103.5	0.8	108.3	107.1	117.1
COc1ccccc1-c1nn(Cc2ccccc2)cc1/C=C/C(=O)O	11.1	0.8	106.8	109.4	2.7	108.2	113.0	106.9
CCOC(=O)c1cnn(-c2nc(OC)cc(OC)n2)c1C(F)(F)F	4.9	8.5	108.2	100.9	1.4	105.2	98.1	97.7
O=C(NS(=O)(=O)c1ccc(Cl)s1)c1ccccc1	2.1	-1.2	102.4	104.9	-0.3	91.0	102.0	106.1
CCOC(=O)C1=C(C)NC(=O)NC1c1ccc(OCC(=O)N2CCCCC2)cc1 (stereo unspecified)	6.3	-1.9	97.5	94.5	-3.2	94.8	96.2	97.3
CC(=O)OC(C(=O)N1CCOCC1)c1c(F)cccc1F (stereo unspecified)	2.1	-3.2	104.0	108.1	8.7	95.5	108.4	112.9
CC1CN(c2c3c(nc4ncnn24)CCCC3)CC(C)O1 (stereo unspecified)	3.1	-1.4	91.3	85.7	2.5	86.8	88.0	85.1
C#CCOCCOCCOCCNc1nc(N2CCN(C(=O)C([C@@H](C)O)n3cc([C@@H](N)CCCCN)nn3)CC2)nc(N2CCN(C(=O)[C@H](CO)n3cc([C@@H](N)C(C)C)nn3)CC2)n1 (stereo partly specified)	11.3	-0.8	98.0	99.7	6.4	94.8	100.2	96.3
O=C(Cc1cccs1)NCCCc1ccccc1	3.5	1.9	112.9	100.4	1.7	117.8	108.5	93.8
NC(=O)CC(NC(=O)OCc1ccccc1)C(=O)O (stereo unspecified)	3.2	-0.2	99.8	103.1	0.9	107.6	112.8	111.4
COc1ccc(NC(=O)c2ccc3ccccc3n2)cc1S(=O)(=O)N1CCCCC1	11.7	26.2	108.7	102.2	-2.6	86.0	92.7	95.5
O=C(CN(Cc1ccco1)C(=O)CNS(=O)(=O)c1ccccc1)NCc1ccc(F)cc1	0.8	8.1	99.6	102.3	1.9	100.5	100.0	98.8
Cc1ccc(CSc2nnc(-c3cccnc3)o2)cc1	3.5	-1.3	97.2	95.4	2.0	103.3	96.1	90.7
CC1CC(C)CN(C(=O)c2ccc(S(=O)(=O)N3CCCC3)cc2)C1 (stereo unspecified)	7.9	-1.5	96.9	92.1	3.8	91.8	99.7	116.2
Cc1nn(-c2ccccc2)c2sc(C(=O)OCN3C(=O)c4ccccc4C3=O)cc12	1.3	-1.7	99.1	102.0	-5.2	99.1	101.4	102.1
O=C1NC(=O)C2(COC(c3ccncc3)OC2)S1 (stereo unspecified)	13.1	0.5	106.2	102.4	4.1	89.7	98.0	99.0
N#CCCN/N=C(/Cc1nc2ccccc2[nH]1)c1ccc(Cl)cc1	-0.8	47.7*	104.1	97.5	-3.1	101.5	88.0	91.4
O=C(O)c1ccc2c(=O)n(-c3ccc(F)c(Cl)c3)c(=S)[nH]c2c1	3.4	4.8	106.8	106.6	-3.2	97.3	103.2	102.2
CSc1cccc(NC(=S)N(C(C)C)C(C)c2ccccn2)c1 (stereo unspecified)	-13.3	7.8	88.1	87.0	-3.7	96.5	89.0	89.9
COc1ccccc1NS(=O)(=O)c1cccc(NC(=O)Nc2cccc(Cl)c2)c1	-4.5	6.2	104.0	100.3	0.1	88.7	96.7	102.9
COc1ccccc1NC(=O)c1ccc(NC(=O)COC(=O)C(C)C)cc1	9.0	5.1	99.4	104.5	-5.9	102.4	100.1	88.1
NC(=O)c1cc[n+](Cc2ccccc2Cl)cc1	-2.2	0.8	105.4	101.5	-0.5	93.4	96.3	104.5
C/C(CC(=O)Nc1cc(C)cc(C)c1)=N\NC(=O)c1ccccn1	-2.4	10.0	99.8	99.2	3.2	98.6	102.2	92.0
Cn1cc(/C(Cc2ccccc2)=N\O)c2ccccc21	5.0	31.0	94.3	94.7	2.1	106.6	92.3	87.4

Entries of single compounds as entered above.
Entry for COc1ccccc1NC(=O)c1ccc(NC(=O)COC(=O)C(C)C)cc1 = proCasp7 act = 9.0; AHR act = 5.1; MEP2 TOR yeast = 99.4; RPL19A TOR yeast = 104.5; proCasp3 act = -5.9; LAP4 TOR yeast = 102.4; AGP1-GFP MLPCN = 100.1; CIT2-GFP yeast = 88.1
Entry for CC1CC(C)CN(C(=O)c2ccc(S(=O)(=O)N3CCCC3)cc2)C1 (stereo unspecified) = proCasp7 act = 7.9; AHR act = -1.5; MEP2 TOR yeast = 96.9; RPL19A TOR yeast = 92.1; proCasp3 act = 3.8; LAP4 TOR yeast = 91.8; AGP1-GFP MLPCN = 99.7; CIT2-GFP yeast = 116.2

(list continues)
mol	proCasp7 act	AHR act	MEP2 TOR yeast	RPL19A TOR yeast	proCasp3 act	LAP4 TOR yeast	AGP1-GFP MLPCN	CIT2-GFP yeast
O=c1c2ccccc2nc2n1CC/C2=C/N1CCN(c2cccc(C(F)(F)F)c2)CC1	-3.9	12.5	97.7	100.0	-5.5	95.4	101.4	107.1
CC(CCc1ccccc1)NC(=O)CN1CCOc2ccccc21 (stereo unspecified)	4.7	1.4	110.8	109.0	1.8	101.2	110.9	110.0
CCCC(=O)Nc1c(C)n[nH]c1C	13.3	0.1	104.5	92.9	-7.9	93.8	98.6	96.8
CCOC(=O)c1sc(NC(=O)CSc2nncs2)c(C(=O)OCC)c1C	-3.0	-3.7	101.9	101.7	4.1	97.4	105.0	92.2
O=C(CCCC(=O)NCc1ccc(F)cc1)NCc1ccc(F)cc1	0.8	-0.3	92.0	91.8	6.4	101.6	100.4	84.3
COc1cc(C2NC(=S)NC(C)=C2C(=O)c2ccccc2)ccc1O (stereo unspecified)	-18.3	7.0	106.4	100.8	-1.2	99.5	103.3	98.4
Cc1cccc(Oc2c(C=O)c3ccccc3n2C)c1	9.5	6.4	110.0	105.7	0.5	106.7	98.5	116.1
COc1cccc(CNC(=O)C2CCN(S(=O)(=O)c3ccc4c(c3)NC(=O)CO4)CC2)c1	-3.3	0.5	98.4	96.1	13.7	93.5	96.4	99.7
N#Cc1ccc(OCC(=O)OCC(=O)Nc2cc(C(F)(F)F)ccc2N2CCOCC2)cc1	-0.4	0.1	107.8	100.3	0.8	102.8	94.4	96.1
Nc1c(C(=O)NCCN2CCOCC2)c2nc3ccccc3nc2n1CCc1ccccc1	1.4	-0.5	103.0	96.7	6.5	96.6	102.0	102.9
O=c1oc2ccccc2c2c1nnn2CCO	6.7	3.1	91.4	99.8	5.0	99.6	105.4	103.8
CCOC(=O)N1CCN(C(=O)C2CCN(Cc3cccc(OCc4ccccc4)c3)CC2)CC1	1.5	-0.2	104.4	96.1	2.2	91.9	95.1	100.1
COc1ccc(CC(NC(C)=O)C(=O)NC2CCN(c3c(Cc4ccccc4)c(C)nc4ncnn34)CC2)cc1OC (stereo unspecified)	5.8	-1.6	103.3	104.2	5.2	101.8	99.3	106.4
O=C(NCC(=O)N1CCCCCC1)c1ccc(Br)cc1	8.5	4.3	112.3	108.5	4.5	100.6	108.1	100.8
O=C(NCc1ccco1)c1cc(C(=O)C2CC2)c[nH]1	-17.4	23.5	116.7	101.8	4.0	112.0	110.5	107.3
COc1ccc(-n2cccc2C=O)cc1OC	2.1	-0.4	98.2	99.4	-5.1	102.9	97.6	86.0
Cn1c(CC(=O)NNC(=O)c2cccnc2)nc2ccccc21	14.7	7.3	103.4	99.6	2.1	100.8	98.8	95.2
CCOC(=O)Nc1ccc2c(c1)N(C(=O)CCN(CC)CC)c1ccccc1CC2	8.1	5.0	98.8	101.2	-8.3	105.7	99.5	101.8
O=C(Cc1n[nH]c(=O)c2ccccc12)Nc1ccc(-c2nnc3n2CCCCC3)cc1	3.6	0.6	102.0	101.5	0.7	100.3	107.7	110.5
OCCCn1c(C2CCCN2c2nc(-c3ccc(F)cc3)cs2)nc2cc(Cl)c(Cl)cc21 (stereo unspecified)	-0.1	25.0	92.5	92.1	-0.4	104.5	80.8	80.1
O=C(O)Cn1nc(-c2ccc(Cl)cc2)ccc1=O	5.9	9.2	99.8	100.1	-4.7	89.4	93.4	97.6
Cc1ccc([C@H]2C(C(=O)O)=CC[C@@H](c3cccs3)N2S(=O)(=O)c2ccc(C)cc2)cc1	5.4	2.8	83.5	87.9	6.4	88.2	81.4	82.5
C=Cc1ccc(C(=O)NC2CCCN(Cc3ccccc3F)C2)cc1 (stereo unspecified)	2.2	-1.1	99.7	102.1	-7.5	83.7	97.6	104.3
C=CCn1c(SCC(=O)Nc2c(C)n(C)n(-c3ccccc3)c2=O)nc2sc(C)c(C)c2c1=O	1.5	-1.5	107.5	98.6	-2.2	103.0	100.7	109.6
O=C(CSc1nnnn1-c1ccccc1)Nc1ncc(Cc2cc(Cl)ccc2Cl)s1	0.2	1.7	78.4	79.0	5.5	83.5	80.5	66.8
CC(C)(C)n1ncc2c(=O)n(CC(=O)Nc3ccccc3)cnc21	7.5	3.9	95.9	105.8	-3.3	105.1	109.3	91.3
CCOC(=O)C1=C(COC(=O)c2ccc(C)s2)NC(=O)NC1C (stereo unspecified)	1.0	-0.1	101.0	100.1	-1.8	104.8	103.0	92.2
COC(=O)c1c(NC(=O)COC(=O)c2ccc(Cl)nc2)sc(C)c1C	-3.7	2.6	103.2	97.6	5.8	103.0	104.9	95.4
O=C(Nc1nnc(C2CC2)s1)c1cccc(S(=O)(=O)N2CC(c3ccccc3)CC2=O)c1 (stereo unspecified)	4.2	1.0	94.5	92.0	-5.3	96.3	95.9	95.1
O=c1cc(-c2ccccc2)c2ccccc2[nH]1	-3.8	3.1	101.2	97.8	-0.1	102.5	nt	102.3
Cc1[nH]c(C)c2c(=O)[nH]ncc12	-2.5	4.6	109.1	106.0	-7.4	102.7	98.3	95.3
CCCCCCSc1cc(-c2nc3cc(C)ccn3c2NC2CCCCC2)ccc1OC	-12.5	6.4	105.3	93.6	-10.7	106.3	93.1	93.6
COC(=O)[C@H]1Cc2c([nH]c3ccccc23)[C@H](c2ccccc2)N1	7.7	18.9	89.7	93.1	5.7	91.2	87.3	88.9
Cc1cc(S(=O)(=O)N2CCOCC2)ccc1OCC(=O)Nc1cccc(F)c1	6.4	0.3	96.6	103.2	-8.1	87.7	98.4	111.4
COc1ccc(CC(=O)OCC(=O)NC2CCCC(C)C2C)cc1OC (stereo unspecified)	7.5	0.2	104.0	99.7	1.0	89.6	101.8	113.7
Nc1nonc1-n1nnc(C(=O)N/N=C/c2c(Cl)cccc2Cl)c1CN1CCOCC1	-9.6	8.8	100.7	98.8	-4.1	100.4	92.4	103.7
COc1ccc(N2CCN(C(=O)Cc3cccs3)CC2)cc1	0.4	4.3	97.4	95.3	6.0	93.5	96.3	84.1
O=C(N/N=C/c1cccc(NC(=O)c2ccc(Cl)cc2)c1)c1cccc(O)c1	4.8	8.9	102.5	99.9	8.2	108.3	106.3	100.3
